From PubChem BioAssay
Efflux pump mplx – inhibitors of Candida efflux pumps in yeast, primary screen, S. cerevisiae, Nile Red, multiplex. 330,000 tested, 0.44% active. inhibition, % at 10 µM. AID 485275, 2010. S. cerevisiae Candida pump triplex;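 active means plate passing quality check with inhibition over a set limit, or well fluorescence over plate mean plus 4 SD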;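 further: Nile Red retained in pooled yeast measured as flow cytometry median fluorescence; 0% = buffer negative control and 100% = Enniatin B positive control; higher means more Nile Red kept so more efflux inhibition; some compounds called inactive have numbers as strong as hits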
HCV core dimer – inhibitors of HCV core protein dimerization, primary screen, biochemical, TR-FRET, high-throughput. TR-FRET GST/Flag-core106 dimerization, 1536-well. inhibition, % at 5 µM. 300,000 tested, 0.33% active;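 active means inhibition above the mean of all tested compounds plus 3 SD, set per screening campaign, cut at about 45% in these data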
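Material: GST/Flag-tagged HCV core106 proteins. Incubation: 4 h, 22.5 °C incubation. Read-out basis: inhibition (%) from 671 over 617 nm ratio. Measured by: TR-FRET, excitation 340 nm, emission 617 and 671 nm.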
CTSL1 counter – Fasciola hepatica cathepsin L1 inhibitors, primary screen, counter-screen for PFM18AAP inhibitor project, biochemical, QFRET, fluorogenic peptide substrate | 300,000 tested, 0.49% active | recombinant F. hepatica cathepsin L1, Z-Leu-Arg-MCA fluorescence | inhibition, % at 5.96 µM;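 active means inhibition above the mean of all tested compounds plus 3 SD, set per screening campaign, cut at about 17% in these data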;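 further: 0% = plate median of test compound wells and 100% = 1 µM Z-Phe-Ala-diazomethylketone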
TPT1 inh – Candida albicans TPT1 enzyme inhibitors, primary screen, biochemical, fluorescence polarization; recombinant caTPT1, FP RNA substrate dephosphorylation; inhibition, % at 5 µM; 300,000 tested, 0.81% active;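 active means inhibition above the mean of all tested compounds plus 3 SD, set per screening campaign, cut at about 24% in these data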;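 further: plate controls were DMSO alone for no effect and ferristatin control at 100 nM for full effect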
PP1 counter – PP1-alpha phosphatase inhibitors, primary screen, counter-screen for PP5 inhibitor project, biochemical, fluorescence, OMFP substrate, single point | purified PP1alpha | inhibition, % at 6.7 µM | 320,000 tested, 0.9% active | AID 2235, 2010 | Serine/threonine-protein phosphatase PP1-alpha catalytic subunit (Homo sapiens), P62136;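 active means inhibition above the mean inhibition of all tested compounds plus 3 SD, computed separately for each screening campaign, cut at about 15% in these data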
Target sequence (P62136 whole entry, looked up): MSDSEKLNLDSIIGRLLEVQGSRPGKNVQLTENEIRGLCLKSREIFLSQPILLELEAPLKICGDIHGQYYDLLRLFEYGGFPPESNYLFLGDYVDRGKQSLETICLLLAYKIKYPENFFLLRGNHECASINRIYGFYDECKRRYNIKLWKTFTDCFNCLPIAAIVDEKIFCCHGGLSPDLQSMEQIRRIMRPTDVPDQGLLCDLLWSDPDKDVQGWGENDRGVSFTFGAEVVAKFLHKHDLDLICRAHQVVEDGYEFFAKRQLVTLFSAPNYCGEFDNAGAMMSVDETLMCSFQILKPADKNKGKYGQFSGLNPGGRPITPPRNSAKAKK
PP5 primary – PP5 phosphatase inhibitors, primary screen, biochemical, fluorescence; Serine/threonine-protein phosphatase 5 (Homo sapiens), P53041; purified PP5c, OMFP substrate fluorescence; inhibition, % at 6.7 µM; 320,000 tested, 0.18% active;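 active means inhibition above the campaign's mean inhibition across all tested compounds plus 3 SD, cut at about 9.5% in these data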;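 further: 0% = DMSO only and 100% = 100 µM cantharidin control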
Target sequence (P53041 whole entry, looked up): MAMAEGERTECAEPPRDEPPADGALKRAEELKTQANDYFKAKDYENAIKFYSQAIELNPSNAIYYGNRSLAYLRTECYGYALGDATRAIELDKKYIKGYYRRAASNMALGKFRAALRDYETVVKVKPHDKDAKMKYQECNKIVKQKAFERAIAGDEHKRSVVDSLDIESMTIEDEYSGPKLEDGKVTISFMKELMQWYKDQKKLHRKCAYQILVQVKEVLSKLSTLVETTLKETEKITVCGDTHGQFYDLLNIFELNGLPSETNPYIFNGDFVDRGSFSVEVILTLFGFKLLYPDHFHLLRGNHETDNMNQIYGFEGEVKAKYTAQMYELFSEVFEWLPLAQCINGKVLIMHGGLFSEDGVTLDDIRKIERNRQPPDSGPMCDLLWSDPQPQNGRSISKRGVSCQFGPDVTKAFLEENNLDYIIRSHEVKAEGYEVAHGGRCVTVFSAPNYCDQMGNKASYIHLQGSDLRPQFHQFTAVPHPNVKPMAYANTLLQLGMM
EBNA-1 inh – EBNA-1 DNA-binding inhibitors, primary screen, biochemical, fluorescence polarization; AID 1950, 2009; inhibition, % at 14.8 µM; 300,000 tested, 0.34% active; in the data active means inhibition above about 28%
ZTA counter – ZTA (EBV) inhibition in EBNA-1 counter-screen. P03206. ZTA-DNA binding, fluorescence polarization. inhibition, % at 11 µM. 320,000 tested, 0.15% active. AID 2234; in the data active means inhibition above about 33%
Target sequence (P03206 whole entry, looked up): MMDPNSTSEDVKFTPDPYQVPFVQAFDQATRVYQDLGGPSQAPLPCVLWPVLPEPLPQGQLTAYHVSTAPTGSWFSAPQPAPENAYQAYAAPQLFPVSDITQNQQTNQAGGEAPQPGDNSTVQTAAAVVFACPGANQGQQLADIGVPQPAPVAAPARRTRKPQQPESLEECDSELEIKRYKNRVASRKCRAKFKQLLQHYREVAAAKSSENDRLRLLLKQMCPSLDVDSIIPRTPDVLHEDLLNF
PREPL inhibitor – PREPL enzyme inhibitors, primary screen, biochemical, fluorescence polarization; Prolyl endopeptidase-like (Homo sapiens), Q4J6C6; inhibition, % at 5.96 µM; recombinant PREPL, fluorescence polarization activity-based probe; AID 2751, 2010; 320,000 tested, 0.68% active; in the data active means inhibition above about 43%;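 further: 0% = enzyme with DMSO and 100% = wells lacking enzyme; many of its hits are not listed in these tables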
* hit, by the source's call; · = no result given. This is a subset, so the mix of outcomes need not match the whole.

The first 3 records (preview)
SMILES	Efflux pump mplx	HCV core dimer	CTSL1 counter	TPT1 inh	PP1 counter	PP5 primary	EBNA-1 inh	ZTA counter	PREPL inhibitor
CC(C)CCNC(=O)C(CC(C)C)N(Cc1ccc2c(c1)OCO2)C(=O)c1snc(C(N)=O)c1N (centres undefined)	0.0	2.4	5.2	-3.6	-0.2	1.9	1.1	-3.1	5.9
O=C(C1CC1)N1CCc2cc(S(=O)(=O)NCc3ccccc3)ccc21	0.0	-3.3	-3.1	-0.9	-4.1	-1.4	-6.6	-2.8	7.7
O=C(CCCn1c(=S)[nH]c2ccsc2c1=O)NCCc1ccccc1	0.1	10.6	3.2	2.6	-3.6	-0.1	3.1	7.0	-55.1

All compounds of this part, repeating the preview:
SMILES	Efflux pump mplx	HCV core dimer	CTSL1 counter	TPT1 inh	PP1 counter	PP5 primary	EBNA-1 inh	ZTA counter	PREPL inhibitor
CC(C)CCNC(=O)C(CC(C)C)N(Cc1ccc2c(c1)OCO2)C(=O)c1snc(C(N)=O)c1N (centres undefined)	0.0	2.4	5.2	-3.6	-0.2	1.9	1.1	-3.1	5.9
O=C(C1CC1)N1CCc2cc(S(=O)(=O)NCc3ccccc3)ccc21	0.0	-3.3	-3.1	-0.9	-4.1	-1.4	-6.6	-2.8	7.7
O=C(CCCn1c(=S)[nH]c2ccsc2c1=O)NCCc1ccccc1	0.1	10.6	3.2	2.6	-3.6	-0.1	3.1	7.0	-55.1
Cn1c(N)c(C(=O)CSc2nnc(-c3ccccc3F)n2C2CC2)c(=O)n(C)c1=O	0.0	4.2	-14.1	-0.4	-1.0	-1.3	10.4	8.1	-3.8
CC(=O)c1ccc(NC(=O)C2CCN(S(=O)(=O)c3cccc4nonc34)CC2)cc1	0.4	1.1	-0.9	-2.2	4.0	2.3	0.0	-14.8	15.9
CC(=O)c1ccc(S(=O)(=O)Nc2cccc(-c3ccc(N4CCOCC4)nn3)c2)cc1	0.1	7.1	-1.6	1.6	-2.7	-0.6	-7.4	-5.4	13.5
O=[N+]([O-])c1ccc(S(=O)(=O)N2CCC3(CC2)OCCN3S(=O)(=O)c2cccs2)cc1	-0.4	3.4	-3.7	0.5	0.2	2.6	-2.0	-1.2	6.7
Cn1c(=O)n(C)c2cc(NC(=O)CCl)ccc21	0.2	0.7	23.9*	-1.6	0.8	3.4	-8.4	15.1	4.7
O=C1COc2ccc(C(=O)COC(=O)CNC(=O)C3CCCCC3)cc2N1	0.1	2.0	31.2*	2.7	-4.2	1.9	-1.6	1.2	5.3
CCc1nc(SCC(=O)Nc2ccccc2)c2c(=O)n(C)c(=O)n(C)c2n1	0.0	2.0	-2.1	1.5	-3.1	-0.8	12.2	-8.8	2.2
O=C(c1ccco1)N1CCN(C(=O)C2CCN(S(=O)(=O)c3cccs3)CC2)CC1	0.1	0.5	1.5	-2.1	-8.7	1.4	-5.1	13.6	16.8
C=CCSc1n[nH]c(-c2ccc(OC)cc2)n1	0.0	-3.1	-0.3	-1.8	0.0	-1.7	-0.8	-7.8	20.1
CC(=O)NC1=NN(C(C)=O)C(C)(c2ccc(Cl)s2)S1 (centres undefined)	0.0	-6.2	-1.1	-0.6	2.5	2.8	-4.3	-6.2	-6.4
COc1ccc(C2/C(=C(\O)c3cc(C)ccc3C)C(=O)C(=O)N2CCN(C)C)cc1OC (centres undefined)	-0.1	-5.1	2.2	-6.1	-2.2	0.4	4.6	19.8	4.3
O=C(c1cc2ccccc2oc1=O)N(Cc1ccccc1)Cc1ccc2c(c1)OCO2	-0.1	16.2	0.8	-2.6	0.8	2.2	5.8	13.8	-11.2
Cc1cc(N2CCN(C)CC2)nc2ccc(NC(=S)NC3CC3)cc12	0.0	0.1	2.2	1.3	-2.6	0.8	-13.0	-14.1	-1.1
CC(=O)N1c2ccc(S(=O)(=O)CCC(=O)O)cc2CC1C (centres undefined)	0.3	-2.1	-0.3	3.2	0.4	2.6	-16.4	-1.6	29.1
O=C(NN1C(=O)c2ccc3c4c(ccc(c24)C1=O)CC3)c1ccc(Br)cc1	-0.1	12.1	1.8	-0.2	0.4	2.5	55.4*	-6.8	13.7
Cc1ccc(-c2[nH]nc3c2C(c2ccoc2)C(C#N)=C(N)O3)cc1C (centres undefined)	0.1	-6.5	-1.1	-1.0	-5.1	0.5	1.6	-2.5	10.0
COC(=O)c1ccccc1NC(=O)NCc1ccc2c(c1)OCO2	0.0	-3.2	2.5	-1.2	-3.0	-0.8	7.0	-3.6	4.2
Nc1nccnc1C(=O)OCC(=O)c1ccc[nH]1	0.6	7.5	5.3	2.1	4.1	-1.6	-9.7	5.3	4.9
Cc1ccc(S(=O)(=O)c2nc(S(C)(=O)=O)sc2N2CCC(C)CC2)cc1	0.0	11.3	-2.3	0.9	-3.0	-1.1	18.6	-8.3	-5.0
Cc1cc(C)nc(N(C#N)Cc2ccc([N+](=O)[O-])cc2)n1	0.3	-2.1	0.0	-1.7	-1.0	1.3	-5.0	-3.3	14.6
O=C(Nc1cccc2nsnc12)C1CC(=O)N(c2ccccc2)C1 (centres undefined)	0.1	31.6	-3.5	2.5	-2.8	2.7	-8.0	-7.4	1.3
CCN(CC)CCSc1nnc2c3cc(C)ccc3n(Cc3ccccc3)c2n1	0.1	2.0	7.8	1.2	1.6	0.0	-9.5	-2.7	14.4
CC(=O)N(CCCN(C)C)Cc1ccccn1	0.0	-3.1	-3.0	1.1	-5.5	0.9	4.2	-6.3	6.4
CC(Oc1ccccc1)C(=O)OCC(=O)NC(=O)NCc1ccco1 (centres undefined)	-0.2	9.9	1.1	-0.7	0.0	4.3	6.6	-0.9	-11.0
Cc1cccc(NC(=S)NCc2cccs2)c1C	0.0	3.1	-1.6	-1.8	-2.9	-0.6	0.7	-4.2	1.1
COc1ccc(-c2cn[nH]c2-c2ccc(O)cc2O)cc1OC	0.0	7.8	-2.9	-2.5	-5.2	2.7	-5.2	9.4	2.1
COC(=O)C1CCN(C(=O)/C(C)=C\c2ccccc2)CC1	-0.1	-8.2	-4.7	2.6	-1.6	-4.5	-8.1	-13.2	-5.8
C=CCN(c1nc(C)c(Br)c(OC)n1)S(=O)(=O)c1ccc(C)cc1	-0.1	10.9	2.3	0.8	-1.3	-1.5	-9.9	-2.0	0.2
CCOC(=O)c1c(NC(=O)/C=C/c2ccc3c(c2)OCO3)sc(C)c1CC	0.1	4.9	-1.5	-1.8	-1.1	1.6	-3.5	-7.2	5.1
Cc1ccc2c(=O)[nH]c(Nc3nc(C)cc(-c4ccccc4)n3)nc2c1	-0.1	3.2	-1.2	1.2	-5.6	-2.1	-8.8	-4.4	-8.5
CC(C)N1C(=O)S/C(=C\c2ccc(-c3ccc(Cl)c(C(=O)O)c3)o2)C1=O	-0.1	8.9	5.3	8.3	4.6	-0.7	17.8	-8.4	-6.2
O=C(NCCN1C(=O)S/C(=C\c2ccccc2F)C1=O)C1CC(=O)N(Cc2ccccc2)C1 (centres undefined)	-0.1	·	·	·	0.4	3.5	·	-14.2	-6.8
O=C1CC(c2cccc(Cl)c2)c2cc3c(cc2N1)CCC3 (centres undefined)	0.2	10.7	1.2	0.1	5.5	5.8	-10.1	0.8	8.8
O=C(COc1ccc2c(-c3ccccc3)cc(=O)oc2c1)NCCCN1CCOCC1	-0.1	3.2	-0.1	-0.5	-0.7	0.4	4.0	7.9	6.8
O=C(NCCCn1ccnc1)C(=O)NCc1ccccc1	0.0	0.2	-0.3	-2.7	-3.3	1.9	-2.7	5.5	-4.2
O=C(c1cn(-c2ccccc2)nc1-c1cccc([N+](=O)[O-])c1)N1CCCCC1	0.1	11.9	3.5	0.6	-0.1	1.8	-11.2	-7.0	13.6
COc1ccccc1OCC(=O)NCc1n[nH]c(=O)c2ccccc12	0.0	0.2	0.8	-1.6	-0.4	-1.4	6.5	6.1	-2.0

Four entries out of the list, sorted by heavy-atom count, high to low:
SMILES	Efflux pump mplx	HCV core dimer	CTSL1 counter	TPT1 inh	PP1 counter	PP5 primary	EBNA-1 inh	ZTA counter	PREPL inhibitor
CCOC(=O)c1c(NC(=O)/C=C/c2ccc3c(c2)OCO3)sc(C)c1CC	0.1	4.9	-1.5	-1.8	-1.1	1.6	-3.5	-7.2	5.1
C=CCN(c1nc(C)c(Br)c(OC)n1)S(=O)(=O)c1ccc(C)cc1	-0.1	10.9	2.3	0.8	-1.3	-1.5	-9.9	-2.0	0.2
O=C1CC(c2cccc(Cl)c2)c2cc3c(cc2N1)CCC3 (centres undefined)	0.2	10.7	1.2	0.1	5.5	5.8	-10.1	0.8	8.8
CC(=O)N(CCCN(C)C)Cc1ccccn1	0.0	-3.1	-3.0	1.1	-5.5	0.9	4.2	-6.3	6.4

(more compounds)
SMILES	Efflux pump mplx	HCV core dimer	CTSL1 counter	TPT1 inh	PP1 counter	PP5 primary	EBNA-1 inh	ZTA counter	PREPL inhibitor
COc1cc(C(=O)N2CCC(c3nc(-c4cccnc4)no3)CC2)cc(OC)c1OC	0.4	2.8	-0.6	3.1	-0.3	0.1	5.6	14.8	5.3
c1ccc(-c2ccc(CN3C[C@@H]4C(c5ccccc5)C5(c6cccnc6)CC4(C5)[C@H]3c3ccccc3)cc2)cc1 (some centres undefined)	0.6	20.8	-3.2	2.6	13.5	2.3	14.5	8.7	12.2
CC(C)C(=O)Nc1nnc(Sc2ccc(N(C)C)cc2)s1	0.0	-2.1	-2.6	-5.2	3.2	3.2	-1.5	13.4	0.8
CN1CCC(=NNC(=O)C(=O)NC2CCCC2)CC1	0.0	1.9	-3.9	-1.0	-3.4	1.2	5.5	0.2	9.5
CCn1c(Oc2ccc(F)cc2)nc2c1c(=O)n(C)c(=O)n2C	-0.2	1.1	3.9	5.3	11.4	-1.5	9.3	-1.0	4.0
O=C(NCc1cccc(F)c1)c1ccc(N2C(=O)Cn3c(cc4sccc43)C2=O)cc1	0.1	10.3	1.9	-0.2	8.0	1.9	-8.2	7.2	-7.1
O=C(CCC(=O)N1CCCc2ccccc21)N1CCN(S(=O)(=O)c2ccccc2)CC1	-0.1	-6.9	-6.9	-3.5	-5.0	1.4	4.3	-1.1	18.5
CC(=O)N1CCc2cc(S(=O)(=O)NCC(=O)NCc3ccc(Cl)cc3)ccc21	0.0	0.6	-8.2	3.0	-0.6	-1.2	7.7	10.7	1.9
Cc1ccc(CN2CCC(CO)(CC3CCCCO3)CC2)o1 (centres undefined)	0.5	-1.5	-1.0	5.7	-3.2	0.9	-4.2	1.3	20.0
CCC(=O)NC(c1ccccc1)c1c(O)ccc2ccccc12 (centres undefined)	-0.1	2.3	-8.7	-0.1	-1.8	3.8	2.0	-3.3	-1.0
Cc1ccc(S(=O)(=O)N2CCC(=O)N(C(COCc3cccc(C(F)(F)F)c3)C(C)C)CC2)cc1 (centres undefined)	·	3.7	4.3	-2.7	4.2	5.0	-3.8	-17.9	15.4
Nn1c(SCC(=O)Nc2ccc3c(c2)OCO3)nnc1-c1ccncc1	-0.1	8.8	-3.0	0.8	-1.2	-0.9	4.1	11.1	4.2
COc1ccc(/C=C2\CCCC3C2=NN(C(=O)c2scnc2C)C3c2ccc(OC)c(OC)c2)cc1OC (centres undefined)	0.1	4.7	1.3	-2.0	-2.1	2.7	-0.7	-2.4	5.0
COc1ccc(-n2c(=O)c3c(C)c(C)sc3n(Cc3ccc(F)cc3)c2=O)c(OC)c1	-0.2	5.9	1.1	-5.2	5.4	5.3	-1.6	-22.3	3.4
COc1cccc(C(C(=O)NC2CCCC2)N(CC2CCCO2)C(=O)Cc2cccs2)c1 (centres undefined)	-0.1	2.1	1.9	-4.4	-2.5	-0.2	-7.7	-17.6	9.8
